Screening results: PubChem BioAssay, National Center for Advancing Translational Sciences (NCATS)
CBFb RUNX1 block: blocks binding between human CBF-beta and RUNX1; Potency, µM (highest dose often 59.8 µM), without a hit: at the top dose activity, negative = inhibition, hits mostly inhibitors; AID 1477; 230,000 tested, under 10 active; AlphaScreen CBFb-His/RUNX1-biotin binding, biochemical; further: % of control where 0% means no effect
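CBF-beta (His) and RUNX1 (biotin), 30 nM each; 20 min preassociation; + compound, 15 min; + beads 50 ng each (Ni, streptavidin), 90 min; RT; AlphaScreen read.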
Tau fluor counter: counter-screen for tau fibril formation inhibitors; tau K18 P301L (four-repeat tau fragment) Alexa594 fluorescence, heparin fibrillization; 0.93% of 280,000 active; AID 1463; Potency, µM (series often up to 57.7 µM), without a hit: at the highest dose activity change, negative = decrease; further: potency means the concentration at half of the fitted maximal effect; on the % scale 0 is the no-effect control and ±100 the full control effect; nearly all actives have a fitted effect of over 55% in size
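Human K18 P301L tau (15 uM unlabeled plus 0.24 uM Alexa 594-labeled, final) in 100 mM sodium acetate pH 7 was mixed with compound and 20 uM heparin and incubated 6 hr at 37 C.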
TexasRed fluor: alters Texas Red total fluorescence, flagging assay interference; TRb/SRC2 Texas Red total fluorescence interference; Potency, µM (top dose mostly 106 µM), for the others: at the top dose fluorescence change, negative = quenching; 0.29% of 280,000 active; active means well fitted curve in either direction with a large enough effect; inconclusive means small, poorly fitted or top-dose-only effect; further: potency means the concentration at half of the fitted maximal effect; on the % scale 0 is the no-effect control and ±100 the full control effect
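Human TRb ligand-binding domain at 0.6 uM with 20 nM Texas Red SRC2 peptide in Tris buffer containing 1 uM T3 and 5% DMSO, incubated with compound 5 h at ambient temperature. Total fluorescence (555/632 nm) calculated as parallel + 2 × perpendicular.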
NPSR antagonist: antagonists of human neuropeptide S receptor cAMP signaling; CHO-NPSR cells, cAMP TR-FRET, antagonist mode; Potency, µM (series often up to 38.3 µM), for inactives: top-dose activity change, negative = inhibition, hits mostly inhibitors; 1% of 220,000 active; AID 1461; further: potency means the concentration at half of the fitted maximal effect; on the % scale 0 is the no-effect control and ±100 the full control effect; nearly all actives have a fitted effect of over 50% in size; many of its hits are not listed in these tables
Target sequence (Q6W5P4 whole entry, looked up): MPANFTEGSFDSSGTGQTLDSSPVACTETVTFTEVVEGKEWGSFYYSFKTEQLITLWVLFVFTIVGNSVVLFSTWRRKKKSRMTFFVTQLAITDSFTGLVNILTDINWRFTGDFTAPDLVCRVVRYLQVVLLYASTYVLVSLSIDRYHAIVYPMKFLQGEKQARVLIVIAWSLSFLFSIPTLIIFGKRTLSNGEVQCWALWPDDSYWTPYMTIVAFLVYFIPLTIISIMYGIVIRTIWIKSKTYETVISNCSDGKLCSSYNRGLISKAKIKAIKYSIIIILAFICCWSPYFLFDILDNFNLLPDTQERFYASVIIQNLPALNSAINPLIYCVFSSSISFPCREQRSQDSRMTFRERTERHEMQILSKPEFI
Tau FP inhib: inhibitors of human tau fibril formation; Potency, µM (titrated, usually from 57.7 µM), for the others: at the top dose activity, negative = inhibition, hits mostly inhibitors; 0.39% of 280,000 active; K18 P301L tau heparin fibrillization, Alexa594 FP, 6 h; P10636; further: potency means the concentration at half of the fitted maximal effect; on the % scale 0 is the no-effect control and ±100 the full control effect; nearly all actives have a fitted effect of over 55% in size
Target sequence (P10636 561-689 P618L limits assumed): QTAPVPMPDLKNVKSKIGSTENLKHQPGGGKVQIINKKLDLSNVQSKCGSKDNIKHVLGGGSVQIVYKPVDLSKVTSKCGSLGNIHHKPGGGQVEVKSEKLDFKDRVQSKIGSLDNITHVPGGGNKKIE
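Steps: dispense K18 P301L tau (15 uM plus 0.24 uM Alexa 594 tracer, final) in pH 7 sodium acetate; add compound; add heparin (20 uM final); incubate 6 hr, 37 C; add ThT (30 uM final); after 1 hr ambient, read FP.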
Epigenetic derep: derepresses silenced GFP reporter in murine cells; murine LDR cells, GFP reporter derepression, 30 h; Potency, µM (series often up to 53.9 µM), inactives show at the top dose GFP activation, actives largely listed as activators; 0.2% of 280,000 active; AID 1865; further: potency means the concentration at half of the fitted maximal effect; % of control where 0% means no effect; nearly all actives have a fitted effect of over 60% in size
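Reporter derepression read as number of fluorescent GFP-positive objects, 20-120 um in size, counted by laser-scanning cytometer. Mouse LDR line with an epigenetically silenced CMV-GFP locus; compound incubation 30 h, 37 C.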
aGal spleen mod: alpha-galactosidase A (human) modulation. P06280. human spleen homogenate, 4MU-alpha-Gal fluorescence, 40 min. Potency, µM (highest dose often 80 µM), without a hit: at the top dose activity change, negative = inhibition, actives largely listed as inhibitors. 0.008% of 240,000 active. AID 2107;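 further: potency means the concentration at half of the fitted maximal effect; 0% = enzyme with vehicle and -100% = no enzyme basal signal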
Target sequence (P06280 32-429 limits assumed): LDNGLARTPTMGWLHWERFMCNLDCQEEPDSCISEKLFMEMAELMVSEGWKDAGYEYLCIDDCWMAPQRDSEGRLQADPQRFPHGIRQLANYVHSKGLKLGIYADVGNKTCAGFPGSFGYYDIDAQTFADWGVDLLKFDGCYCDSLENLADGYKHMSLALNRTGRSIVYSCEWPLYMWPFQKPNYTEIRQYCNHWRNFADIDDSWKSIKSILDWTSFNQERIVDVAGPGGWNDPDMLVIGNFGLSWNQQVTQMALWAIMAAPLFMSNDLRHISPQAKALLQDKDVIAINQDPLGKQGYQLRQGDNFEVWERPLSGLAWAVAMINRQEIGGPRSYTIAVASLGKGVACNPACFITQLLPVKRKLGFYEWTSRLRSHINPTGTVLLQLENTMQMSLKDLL
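Fluorogenic readout (Ex 365/Em 440 nm) of 4-methylumbelliferone released from 1 mM 4-MU-alpha-galactoside by spleen homogenate, 40 min at 37C, pH 5.0. Data normalized to no-enzyme and enzyme controls; Hill-equation AC50 from compound titrations.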
TRb-SRC2 inh: TRbeta-SRC2 interaction inhibition | P10828 | 0.065% of 280,000 active | Potency, µM (top dose mostly 106 µM), without a hit: top-dose activity change, negative = inhibition, actives largely listed as inhibitors | TRbeta-SRC2 peptide binding, fluorescence polarization; receptor liganded with 1 µM T3;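 further: potency means the concentration at half of the fitted maximal effect; plate controls were bound peptide for no effect and peptide without receptor for full effect; nearly all actives have a fitted effect of over 50% in size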
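Quantitative HTS by FP: 0.6 uM TRb LBD, 20 nM labeled SRC2 20-mer, 1 uM T3, 5% DMSO; 5 hr ambient incubation; % activity per concentration and potencies from concentration series.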
Active calls of the source: *; ? = inconclusive; nt = no result given; [ ] = remark or other dose. Unless noted, the call rests on the fitted dose curve; in most records, active means well fitted curve in the direction sought with a large enough effect; inconclusive means small, poorly fitted or top-dose-only effect, or another doubt; inactive means no such curve, though single readings can be large; an effect the other way counts as inactive or inconclusive.

Value order – CBFb RUNX1 block | Tau fluor counter | TexasRed fluor | NPSR antagonist | Tau FP inhib | Epigenetic derep | aGal spleen mod | TRb-SRC2 inh
> CCOc1ccc(Br)cc1S(=O)(=O)Nc1ccc(Cl)c(S(=O)(=O)N(C)C)c1
    1% | ? | -3% | -5%[46.1 µM] | -3% | -0.9% | -4% | -4%
> S=C(NC1CCCCC1)N1CCCCC1
    -12% | -5% | -7% | 5% | -4% | -0.1% | -7% | 4%
> COc1ccc(NC(=S)N2C3CCC2CC(NC(=O)NC24CC5CC(CC(C5)C2)C4)C3)c(OC)c1 (stereo not given)
    6% | -6% | -3% | -20%[46.1 µM] | -2% | 2.4% | -10% | 0%
> Cc1ccccc1N(C(=O)Cc1c[nH]c2ccccc12)C(C(=O)NC1CCCCC1)c1ccco1 (stereo not given)
    3% | -4% | 0% | -11% | 3% | -0.8% | 5% | -11%
> Cc1cc(C(=O)CSc2nc(N)cc(N)n2)c(C)n1C1CC1
    -20% | -15% | 6% | -4% | 4% | -1.1% | 5% | 1%
> CC(=O)c1cccc(NC(=O)c2csc(-n3nc(C)cc3C(F)(F)F)n2)c1
    1% | -5% | 5% | -21%[46.1 µM] | 1% | 2.1% | -5% | 7%
> O=C(NCC(=O)N(CCN1CCOCC1)C(C(=O)NC1CCCC1)c1cccs1)c1ccco1 (stereo not given)
    6% | -2% | 3% | 3%[46.1 µM] | 1% | 1.1% | -5% | -15%
> CCC(Sc1nc(C)cc(=O)[nH]1)C(=O)Nc1nc(-c2ccccc2)cs1 (stereo not given)
    -11% | -23% | 1% | 24%[46.1 µM] | -1% | 1.0% | -1% | 12%
> Cc1ccc(OC(C)C(=O)N2CCN(CCc3ccncc3)CC2)cc1C (stereo not given)
    nt | -1% | -14% | nt | 2% | 4.3% | nt | -2%
> CC(C)NC(=O)CSc1nnc(-c2ccco2)n1N
    -1% | -9% | 0% | -15%[46.1 µM] | -4% | -3.9% | 1% | 2%
> CCOc1ccc(-c2cc(C(=O)NN=C3CCN(C)CC3)[nH]n2)cc1
    -6% | 2% | 0% | 6% | -6% | -4.2% | 1% | 3%
> Cc1ccccc1OCC(=O)N/N=C/c1cccn1C
    -4% | -16% | -1% | -10%[46.1 µM] | 3% | -0.1% | -5% | 0%
> CCN(Cc1ccccc1)S(=O)(=O)c1cc(C(=O)O)ccc1OC
    -16% | -13% | -6% | -3% | 1% | -0.3% | 2% | -1%
> Cc1cccc(CN2CCN(Cc3cnn(-c4ccccc4F)c3)CC2CCO)n1 (stereo not given)
    ? | -4% | -5% | -8% | -5% | -0.2% | 14% | -5%
> S=C(Nc1ccc(Br)cc1)NC1CCCCC1
    8% | -20% | 1% | -19% | -5% | -0.9% | 5% | -5%
> Cc1ccc(CN2CCS(=O)(=O)CC2)o1
    -9% | -5% | 0% | 10% | 3% | -0.1% | 4% | 2%
> C=CCn1nnnc1-c1cccc(Cl)c1
    16% | 4% | -2% | 14% | 1% | 11% | 2% | 5%
> NC(=O)C1CC(=O)N(Cc2ccc3c(c2)OCO3)C(=Nc2ccccc2)S1 (stereo not given)
    -1% | -6% | -4% | -21%[46.1 µM] | 2% | -0.5% | 1% | -1%
> CC(=O)c1ccc(NC(=O)COc2ccccc2-c2nc(-c3ccc(C)cc3)no2)cc1
    nt | ? | -1% | nt | 16% | -3.8% | nt | 9%
> CC1CCCN(C(=O)Nc2cccc(NC(=O)N3CCCC(C)C3C)c2)C1C (stereo not given)
    -21% | -28% | -6% | -22%[46.1 µM] | -2% | -0.8% | 2% | 0%
> O=C(/C=C/c1ccco1)OCn1nnc2ccccc2c1=O
    -23% | -7% | 0% | 2% | -9% | 9.5% | 6% | -8%
> Cc1ccc(NC(=O)CS(=O)Cc2nc(-c3ccc(C)cc3)oc2C)cc1 (stereo not given)
    -2% | -14% | 1% | -6%[46.1 µM] | 4% | 2.7% | -11% | 1%
> Cc1ccc(C(=O)Nc2nnc(-c3cccs3)s2)cc1C
    -3% | 3% | 1% | -2%[46.1 µM] | -4% | -0.9% | 5% | -1%
> O=C(Nc1cccc(-c2csc(Nc3ccc(Cl)cc3)n2)c1)c1cc([N+](=O)[O-])cc(C(F)(F)F)c1
    1% | 7.1µM*[quencher] | -1% | -53% | 5% | -1.6% | 3% | -7%
> COc1ccc(-c2noc(=O)[nH]2)cc1
    7% | 3% | 1% | -7% | 9% | 0.1% | 5% | 3%
> O=C(NC(=S)N(Cc1ccccc1)c1ccccn1)C1CCCCC1
    7% | -7% | -1% | 13% | -7% | 1.9% | 1% | 3%
> O=C(/C=C/c1ccc(O)cc1)c1cccs1
    -6%[21.7 µM] | ? | 0% | nt | 11% | -2.7% | 10% | -4%
> COC(=O)C1=C(C)Nc2c(c(=O)n(C)c(=O)n2C)C1c1cccnc1 (stereo not given)
    18% | 3% | 2% | -6%[46.1 µM] | -2% | 0.0% | 5% | -13%
> COc1ccc(CNC(=O)c2ccc(S(=O)(=O)N3CCCC3)cc2)cc1OC
    -1% | -4% | 1% | -18%[46.1 µM] | -6% | -3.0% | 1% | -25%
> CC(COc1ccccc1)N1CCC(CO)(CCc2ccccc2)CC1 (stereo not given)
    2% | 4% | -1% | -10% | 2% | -4.9% | -6% | 3%
> COc1ccc(C(=O)CSc2nc(C)cc(C)n2)cc1[N+](=O)[O-]
    3% | -21% | -3% | 11% | -11% | 1.6% | -13% | 8%
> COc1ccc2nc(NC(=O)c3ccoc3C)sc2c1
    7% | -1% | -3% | -12%[46.1 µM] | -1% | 0.0% | -6% | -17%
> O=C(COC(=O)[C@@H]1CCCN1S(=O)(=O)c1ccc(Cl)cc1)NCC(F)(F)F
    -3% | 5% | 0%[53 µM] | -1% | -5% | 1.0% | 2% | -3%[53 µM]
> CSc1nnc(-c2ccc(C(F)(F)F)nc2C)o1
    1% | 11% | 0% | -21% | 0% | 3.0% | -1% | -6%
> Cc1sc2ncnc(N/N=C/c3cccc(O)c3)c2c1C
    -15% | ? | -5% | -1% | 12% | 0.1% | 2% | 7%
> Oc1ccc2c(c1)OC(c1ccc(O)c(O)c1)C(O)C2 (stereo not given)
    nt | -21% | -2% | nt | -4% | -2.0% | 8% | -4%
> COC(=O)c1ccc(CN(C(C)=O)c2ccccc2)o1
    3% | 8% | -6% | -26%[46.1 µM] | -2% | -0.5% | -8% | -8%
> CN(C)Cc1cc(O)c(CN(C)C)cc1O
    ? | ? | ? | 5% | ? | 0.0% | -9% | -26%
> COC(=O)Cc1ccc(NC(=S)NC(C)(C)C)cc1
    6% | -10% | 1% | 7% | -9% | 0.1% | 11% | 7%
> CCOC(=O)c1cc2c(nc1N)CCCC2
    10% | -2% | -3% | 3% | 4% | 16% | 11% | 7%
> O=C(Nc1cccnc1Cl)c1noc2c1CCc1ccccc1-2
    1% | -7% | -2% | -17% | -10% | -2.1% | 8% | -1%
> O=C1OCCC1Sc1nnc(-c2ccc(Br)cc2)o1 (stereo not given)
    10% | 5% | 1% | -7%[46.1 µM] | 6% | 0.0% | 6% | -2%
> COc1ccc2c(c1)[nH]c1c(=O)n(/N=C/c3ccc(OC)c(CN4CCCCC4)c3)cnc12
    5% | -6% | 9% | -6% | 13% | 1.0% | -16% | -16%
> CC(C)CCN1CCN(Cc2cn[nH]c2C2CCCCC2)CC1CCO (stereo not given)
    6% | 3% | -2% | 1% | 4% | 0.0% | -24% | -2%
> Cc1ccc(Nc2nnc(SCc3ccccc3)s2)cc1
    -1% | -23% | -6% | -9%[46.1 µM] | 6% | 2.3% | -6% | 6%
> COc1ccc2oc(-c3ccc(NC(=O)c4ccc(Cl)cc4Cl)cc3)nc2c1
    nt | 0% | 5% | nt | -8% | -0.8% | nt | -3%
> C[C@@H](CNC1CCCCC1)OC(=O)c1ccccc1
    -8%[21.7 µM] | nt | -1%[53 µM] | nt | nt | 1.7%[16.9 µM] | 5%[29.1 µM] | 6%[53 µM]
> COc1ccc(Cc2c(C)nn(-c3nc(C)c(C(=O)Nc4cccc(C(C)=O)c4)s3)c2C)cc1
    nt | -18% | ? | nt | -10% | 0.8% | nt | -11%
> COC(=O)c1cccc(NS(=O)(=O)c2ccc(OC)c(OC)c2)c1C
    1% | -7% | -2% | -4%[46.1 µM] | -4% | -0.1% | -2% | 1%
> Nc1n[nH]c(-c2ccccc2[N+](=O)[O-])n1
    -3% | 19% | -2% | 11% | 7% | 1.0% | -7% | 1%

Single records, as listed above. Screens in order: CBFb RUNX1 block	Tau fluor counter	TexasRed fluor	NPSR antagonist	Tau FP inhib	Epigenetic derep	aGal spleen mod	TRb-SRC2 inh
Profile of COC(=O)c1cccc(NS(=O)(=O)c2ccc(OC)c(OC)c2)c1C : 1%	-7%	-2%	-4%[46.1 µM]	-4%	-0.1%	-2%	1%
Profile of COc1ccc2c(c1)[nH]c1c(=O)n(/N=C/c3ccc(OC)c(CN4CCCCC4)c3)cnc12 : 5%	-6%	9%	-6%	13%	1.0%	-16%	-16%

Additional results:
Value order – CBFb RUNX1 block | Tau fluor counter | TexasRed fluor | NPSR antagonist | Tau FP inhib | Epigenetic derep | aGal spleen mod | TRb-SRC2 inh
> CCOC(=O)c1ccc(NC(=O)CN2CCN(CCN=CC3=C(O)CC(C)(C)CC3=O)CC2)cc1
    15% | -10% | 0% | -4%[46.1 µM] | 0% | 1.2% | 8% | -4%
> CC(=O)N1c2ccc(S(=O)(=O)N3CCCCCC3)cc2CC1C(=O)NCc1cccc(C)c1 (stereo not given)
    nt | -8% | 0% | nt | ? | 12% | nt | 1%
> CC(C)OCCCNC(=O)C(=O)Nc1c2c(nn1-c1ccccc1)CS(=O)(=O)C2
    nt | 2% | -1% | nt | -1% | -0.6% | nt | -14%
> Nc1cc(=O)[nH]c(SCc2ccc(Cl)cc2)n1
    -20% | -9% | 0% | -3%[46.1 µM] | -9% | -1.0% | -18% | 2%
> COc1ccc(Cn2c3ccc(OC)cc3c3nc4ccccc4nc32)cc1
    1% | -11% | -2% | -26% | ? | ? | 2% | -13%
> Cc1cc(NC(=O)CCSc2ccc(Cl)cc2)no1
    -3% | -4% | 1% | 0% | -6% | 0.5% | 2% | 0%
> CCN(CC)S(=O)(=O)c1ccc(C)c(C)c1
    1% | -9% | 1% | -13%[46.1 µM] | -4% | -8.9% | -3% | -14%

The list is partial; the hit share may differ from the screen's.
